Compound activity from PubChem BioAssay.
14-3-3g Raf: alters human 14-3-3 gamma binding to Raf peptide. FP, 14-3-3gamma / TMR-pS259-Raf peptide binding. inhibition, % at 40 µM. P61981. 0.19% of 160,000 active; in the data active = inhibition above about 30%;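 also: 0% = protein plus tracer without compound and 100% = blank with tracer alone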
Target sequence (P61981 whole entry, looked up): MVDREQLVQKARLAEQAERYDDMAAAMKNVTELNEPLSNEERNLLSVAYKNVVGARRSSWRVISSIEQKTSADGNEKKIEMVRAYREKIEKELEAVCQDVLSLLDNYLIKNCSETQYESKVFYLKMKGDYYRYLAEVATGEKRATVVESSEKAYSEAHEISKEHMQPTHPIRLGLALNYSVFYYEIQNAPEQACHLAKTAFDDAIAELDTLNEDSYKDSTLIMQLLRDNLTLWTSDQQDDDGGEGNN
* = called active by the depositor; & = joins results of further samples. A portion of the library; the hit share may differ from the screen's.

Start of the data: the first seven compounds, ahead of the listing:
SMILES | 14-3-3g Raf
O=C(CSCC(=O)N1CCCCC1)OCC(=O)c1c[nH]c2ccccc12 | -5
N#Cc1c(N=Cc2cccs2)sc2c1CCCC2 | -1
CCCc1nnc(NC(=O)Nc2ccccc2OC)s1 | -4
Cc1ccc2nc(-c3cccs3)c(Nc3ccccc3)n2c1 | -4
COc1ccc(C2=NN(S(C)(=O)=O)C(c3ccc(F)cc3)C2)cc1 (stereo not drawn) | -231
Cc1ccc(Nc2nc(-c3ccc(NC(=O)c4ccccc4)cc3)cs2)cc1 | -10
COc1ccc(C(=O)NC2CCCCC2)cc1S(=O)(=O)N1CCOCC1 | 3

Main list, previewed entries included:
SMILES | 14-3-3g Raf
O=C(CSCC(=O)N1CCCCC1)OCC(=O)c1c[nH]c2ccccc12 | -5
N#Cc1c(N=Cc2cccs2)sc2c1CCCC2 | -1
CCCc1nnc(NC(=O)Nc2ccccc2OC)s1 | -4
Cc1ccc2nc(-c3cccs3)c(Nc3ccccc3)n2c1 | -4
COc1ccc(C2=NN(S(C)(=O)=O)C(c3ccc(F)cc3)C2)cc1 (stereo not drawn) | -231
Cc1ccc(Nc2nc(-c3ccc(NC(=O)c4ccccc4)cc3)cs2)cc1 | -10
COc1ccc(C(=O)NC2CCCCC2)cc1S(=O)(=O)N1CCOCC1 | 3
CCC(=O)N1CCc2cc(S(=O)(=O)CCC(=O)N(CC)c3ccc(C)c(C)c3)ccc21 | -17
CC(C)C(=O)c1c(C(C)C)nn2ccccc12 | 2
COc1cccc(-c2nc(CS(=O)(=O)CC(=O)N3CCN(C)CC3)c(C)o2)c1 | -10
COCCn1c(SCc2nnc(-c3ccccc3)o2)nc2sc3c(c2c1=O)CCC3 | 6
COc1cccc(C2C(C(=O)OC3CCCC3)=C(C)NC3=C2C(=O)CC(c2cccs2)C3)c1 (stereo not drawn) | 6
N#CCCSCc1ccc2oc(C(=O)O)cc2c1 | 8&-5
CCCc1[nH]nc2c1C1(C(=O)N(C(C)C)c3ccccc31)C(C#N)=C(N)O2 (stereo not drawn) | -3
Nc1c(C(=O)Nc2nccs2)sc2nc3c(cc12)C(=O)CCC3 | -17
CC(=O)c1ccc(N2CCN(C(=O)C3CCN(S(=O)(=O)Cc4ccccc4)CC3)CC2)cc1 | -10
O=C1C(=O)N(c2nccs2)C(c2cccc(Cl)c2)/C1=C(\O)c1ccc(Cl)cc1 (stereo not drawn) | -7
O=C(CCCc1nc(-c2ccc(Cl)cc2)no1)Nc1cccnc1 | -4
CCCOc1ccc(/C(O)=C2\C(=O)C(=O)N(c3ccccn3)C2c2ccc(Cl)cc2)cc1C (stereo not drawn) | -2
CC(=O)C1C(c2ccc(F)c(F)c2)NC(=O)NC1(O)C(F)(F)F (stereo not drawn) | 0
O=C(CCSc1ccccc1)NC1CCCC1 | -3
O=C(Cn1cc2c(n1)CCCC2)NCCCN1CCN(c2ccccc2F)CC1 | -3
C=CCn1c(CNC(=O)c2ccccc2C)nnc1SCC(=O)NC1CCCC1 | -10
CCOC(=O)Cn1nnnc1C(CC)N(Cc1cccs1)Cc1cc2ccc(OC)cc2[nH]c1=O (stereo not drawn) | -9
Cc1nnc(Nc2ccccc2O)c2ccccc12 | 4
CC(=O)Nc1nc2ccccc2n1CCN1CCOCC1 | -1
CCOC(=O)c1ccc2ncc(C(=O)OCC)c(NCc3cccnc3)c2c1 | 3
O=C(NC1CCCCC1)n1c(=S)oc2cc(Cl)ccc21 | -5
COc1ccc(C)cc1NC(=O)CCCN1C(=S)NC(C)(C)CC1C (stereo not drawn) | -23
COc1ccc(OC)c(-c2cc(C(=O)NCc3ccc(Cl)cc3)no2)c1 | -1
O=C(NCCn1ccc2ccccc21)c1cc2ccccc2oc1=O | 5
O=C(Nc1c(C(=O)Nc2ccc(Br)cc2)cnn1-c1ccccc1)c1ccccc1Cl | 10
COCCn1c(=O)[nH]c2cc(C(=O)NC3CCN(Cc4ccccc4)CC3)ccc2c1=O | -4
Cc1ccc(-n2c(SCC(=O)OC(C)C)nnc2-c2ccccn2)cc1 | 2
CCOCCCNCc1ccccc1F | 5
O=C(Nc1cccc(F)c1)C1CCCN(S(=O)(=O)c2cccc3nsnc23)C1 (stereo not drawn) | -5
COc1ccc(NCc2cc3ccccc3[nH]c2=O)cc1 | -1
COc1ccc(NC(=O)CC2SC(=Nc3ccccc3)NC2=O)c(OC)c1 (stereo not drawn) | -2
CCOC(=O)c1c(NC(=O)CSc2cn(C)c3ccccc23)sc2c1CCCC2 | 3
COc1ccccc1Nc1nc(C)cc(C)c1C(N)=O | -4
O=C(Cn1ccsc1=NC(=O)c1ccco1)c1ccccc1 | -2
COc1ccc(S(=O)(=O)Nc2cc3c(C(=O)OC(C)C)c(C)oc3c3ccccc23)cc1 | -78
CCN(CC)CCCN1C(=O)C(=O)/C(=C(/O)c2ccc3c(c2)OCCO3)C1c1ccco1 (stereo not drawn) | 0
CCN(CC)C(=O)C1=C(C)Nc2nc3ccccc3n2C1c1cccc(Cl)c1 (stereo not drawn) | -9
CCC(C)[C@H](NC(=O)NCC1CCCO1)C(=O)OC (stereo partly drawn) | -10
Cc1ccccc1N=c1scc(-c2ccccc2)n1Cc1ccco1 | -4
O=C(NCCC1=CCCCC1)c1ccc2c(=O)n(Cc3ccccc3)c(=S)[nH]c2c1 | -2
CCOC(=O)N1CCC(NC(=O)Cn2c3ccccc3c3cn[nH]c(=O)c32)CC1 | -12
O=[N+]([O-])c1ccc(N2CCN(S(=O)(=O)Cc3ccccc3)CC2)cc1NCCc1ccccc1 | 4
O=C(Nc1ccccc1Cl)c1ccc([N+](=O)[O-])s1 | -4
CN1CC(=O)N(CC(=O)Nc2ccc(F)cc2)c2ccccc2C1=O | 0
COCCNC(=O)c1sc2ncn(CC(=O)N3CCCCC3C)c(=O)c2c1C (stereo not drawn) | -2
O=C(Nc1nnc(N=Cc2ccc(F)cc2)s1)c1ccc(Cl)cc1 | 3
CC1CCN(C(=O)CSc2nnc(CSc3ncccn3)n2C)CC1 | 0
Cc1ccc(NC(=O)COc2cccc(Cl)c2)cc1[N+](=O)[O-] | -11
O=[N+]([O-])c1ccccc1C=CC=Nc1ccc2c3c(cccc13)CC2 | -8
Cc1ccc(NC(=O)CSc2n[nH]c(-c3ccncc3)n2)cc1C | -12&-1
CCC(=O)N1c2ccc(S(=O)(=O)CCC(=O)Nc3ccc(Br)cc3)cc2CC1C (stereo not drawn) | 2
O=C(Oc1cccc2ccccc12)C1C2C=CC(C2)C1C(=O)Oc1cccc2ccccc12 (stereo not drawn) | 5
CCc1ccccc1OCCc1c(C)n[nH]c1C | -13

The results go on.
SMILES | 14-3-3g Raf
O=C(Nc1nc2c(s1)CCCC2)c1ccc(-c2ccccc2)cc1 | -7
N#Cc1c(NC(=O)c2ccc(S(=O)(=O)N3CCc4ccccc4C3)cc2)sc2c1CCCCC2 | -45
Cc1cc(SCC(=O)O)nc2ccccc12 | -15
CCCc1ccc(OCc2ccc(C(=O)N3CCN(c4ccccn4)CC3)o2)c(OC)c1 | -8
O=C(CN1CCC(n2nnc3cc(F)ccc32)CC1)N1CCCc2ccccc21 | -21
COc1ccc(C(=O)CSc2nnc(CNc3ccc(C)cc3C)n2Cc2ccco2)cc1 | 6
O=C(O)CCC(=O)N1CCc2cc(S(=O)(=O)N3CC=C(c4ccccc4)CC3)ccc21 | -5
Cc1cccc(N(CC(=O)NC2CCCC2)C(=O)CCCC(=O)Nc2ccccn2)c1 | -6
N#Cc1ccc(-c2csc(NC(=O)c3cc(=O)c4ccccc4o3)n2)cc1 | -103
CCOc1ccc(NC(=O)C(=O)NCCN2CCOCC2)cc1 | -6
Cc1ccc(S(=O)(=O)Nc2cccc(C(=O)O)c2)cc1 | 4
CCC(=O)N1CCc2cc(S(=O)(=O)Nc3cc(OC)cc(OC)c3)ccc21 | -4
COc1ccc(C2C(C(=O)N(C)c3ccc(C(C)C)cc3)c3cc(OC)c(OC)cc3C(=O)N2C)cc1 (stereo not drawn) | -5
CC12CC(O)C3c4ccc(O)cc4CCC3C1CCC2=O (stereo not drawn) | -1
COc1ccc(NC(=O)Cn2ccc3ccccc3c2=O)c(OC)c1 | -1
O=C(Nc1c2c(nn1-c1ccc(Cl)cc1)CSC2)c1ccc(S(=O)(=O)N2CCOCC2)cc1 | -8
Cc1c(NC(=O)c2cc(-c3ccccc3Cl)nc3ccccc23)c(=O)n(-c2ccccc2)n1C | -4
COC(=O)C1C(=O)C2=C(CC1C)NC(C)=C(C(=O)OC1CCCC1)C2c1ccccc1F (stereo not drawn) | -2
O=C(Nc1ccc(-n2nncc2-c2ccco2)cc1)c1cccc(F)c1 | -1&-8
COc1ccc(Cl)cc1NC(=O)CN(c1ccccc1)S(=O)(=O)N(C)C | -12&-10

Next section (two carried over from the part before).
SMILES | 14-3-3g Raf
O=C(Nc1ccc(-n2nncc2-c2ccco2)cc1)c1cccc(F)c1 | -1&-8
COc1ccc(Cl)cc1NC(=O)CN(c1ccccc1)S(=O)(=O)N(C)C | -12&-10
Cc1csc(SCC(=O)N2CCN(S(=O)(=O)c3ccc(Cl)cc3)CC2)n1 | 0
Cc1ccccc1Cn1c(NCc2ccco2)nc2c1c(=O)n(C)c(=O)n2C | -2
COC(=O)c1ccc(OCC(O)Cn2nnc3ccccc32)cc1 (stereo not drawn) | -13
CC(=O)c1cccc(NC(=O)Cn2cc3c(n2)CCCC3)c1 | -4
Cc1ccc(NC(=O)c2c(C)nc3sc(C(=O)NCc4ccco4)c(N)c3c2-c2ccc(C)o2)c(C)c1 | -11
CCCOc1ccccc1NC(=O)c1ccc([N+](=O)[O-])cc1 | -1
Cc1nnc(NC(=O)CSc2nnc(Cc3cccn3C)n2CCc2ccccc2)s1 | -11
O=C(CCc1nc2ccccc2[nH]1)Nc1ccc2c(c1)OCO2 | -5
Cc1cc(Cl)ccc1OCCCC(=O)NCc1cccnc1 | 3
Cc1c(Br)c([N+](=O)[O-])nn1CC(=O)N1CCOCC1 | -2
Cc1nc2nc(SCC(=O)NC(C)(C)C)nn2c(C)c1Cc1ccc(Cl)cc1 | -13
CCOC(=O)C1CCN(C(=O)CNS(=O)(=O)c2ccc(Br)s2)CC1 | -2
Cc1cc([N+](=O)[O-])cc2c1NC(=O)C2(O)N1CCCCCC1 (stereo not drawn) | -9
Cc1nnc(SCCC(=O)Nc2ccccc2Br)s1 | 5
O=c1cccccc1Nc1ccccc1 | -3
CCOC(=O)CSc1nc(-c2ccc(C)cc2)cc(C(F)(F)F)c1C#N | -6
CC1CCCC(NC(=O)c2ccc(CSCc3ccc(Cl)cc3)o2)C1C (stereo not drawn) | -15
Cc1cc(O)c(C=Nc2cc(Cl)ccc2O)cc1C | -116
Cc1ccc(CS(=O)(=O)Cc2ccc(C(=O)NCC3CCCO3)o2)cc1 (stereo not drawn) | 2&-1
COC(=O)c1ccc(N=c2oc3c(C)ncc(CO)c3cc2C(=O)Nc2ccccc2F)cc1 | 1
CC1(C)Oc2ccc(C(=O)N3CCCC3)cc2N(CC(=O)NCc2ccccc2)C1=O | -6
Cc1cc(C)c(Cn2c(=O)n(CCC(=O)N3CCc4ccccc4C3)c(=O)c3ccccc32)c(C)c1 | -2
O=C1C2C3C=CC(C3)C2C(=O)N1c1ccc(N2CCN(c3ccccn3)CC2)c([N+](=O)[O-])c1 (stereo not drawn) | -4
COc1cc(OC)c(NC(=O)CNC(=O)Cn2c(C)cc3ccccc3c2=O)cc1Cl | -5
Cc1ccccc1CSc1nc2c(c(=O)n1-c1ccc(Cl)cc1)SCC2 | -8
Cc1ccc(NC(=O)c2cnccn2)c(OC(F)F)c1 | -9
CCN1C(=O)CC(C(=O)Nc2ccc(OC(F)(F)Cl)cc2)SC1=Nc1ccc(OC)cc1 (stereo not drawn) | -5
Cc1cc(C)c(Cc2c(C)nc3c(C(=O)NC4CCCCC4)cnn3c2C)c(C)c1 | -8
CCC(C)NC(=O)C1c2cc(OC)c(OC)cc2C(=O)N(C)C1c1ccc(OC)cc1 (stereo not drawn) | -2
CCCCNC(=O)C1CCN(S(=O)(=O)N2CCCCCC2)CC1 | -10
CCc1noc(C)c1C(=O)N1CC(C)OC(C)C1 (stereo not drawn) | -9&3
O=S(=O)(N=C(Nc1cccc2ccccc12)c1ccccc1)c1ccc(Br)cc1 | -2
N=c1c2c3c(sc2ncn1CCCO)CCCC3 | -5
CC(C)NC(=O)C(Cc1ccccc1)NS(=O)(=O)c1cccs1 (stereo not drawn) | -7
CN(C)c1ccc(C=Cc2ccncc2)cc1 | -43
Cc1ccc2[nH]c3nc(=S)[nH]nc3c2c1 | -1
Cc1cccc(-c2nc3sc4c(c3c(=O)[nH]2)CCCC4)c1 | -4
O=C(Nc1ccccc1C(F)(F)F)N1CCC(N2CCCCC2)CC1 | -10
O=c1oc2ccccc2cc1-c1ccc(N=Cc2c(O)ccc3ccccc23)cc1 | -119
CC(NC(=O)c1ccc(N(C)S(=O)(=O)c2ccccc2)cc1)c1ccccc1 (stereo not drawn) | -5

Reformatted with each value named: entries from further up.
canonical_smiles: CCc1noc(C)c1C(=O)N1CC(C)OC(C)C1 (stereo not drawn)
  14-3-3g Raf: -9&3

canonical_smiles: O=S(=O)(N=C(Nc1cccc2ccccc12)c1ccccc1)c1ccc(Br)cc1
  14-3-3g Raf: -2

canonical_smiles: N=c1c2c3c(sc2ncn1CCCO)CCCC3
  14-3-3g Raf: -5

canonical_smiles: CC(C)NC(=O)C(Cc1ccccc1)NS(=O)(=O)c1cccs1 (stereo not drawn)
  14-3-3g Raf: -7

Additional compounds follow.
SMILES | 14-3-3g Raf
Cc1cc(I)ccc1NC(=O)c1cccnc1Cl | -72
Cc1cc(C)c(S(=O)(=O)NC2CC(C)(C)NC(C)(C)C2)c(C)c1 | 2
O=C(Nc1c(-c2ccc(F)cc2)nc2ccccn12)c1ccc(Br)cc1 | -16
CCn1c(SCC(=O)c2ccc(OC)cc2)nnc1C(C)NC(=O)c1ccc(OC)cc1 (stereo not drawn) | 4
COc1ccc(C2C(C(=O)Nc3ccccn3)=C(C)Nc3ncnn32)c(OC)c1 (stereo not drawn) | 1
Cc1cccc(C(=O)Nc2cccc(-c3nc4ccccc4s3)c2C)c1 | 2
CCn1nnnc1Oc1ccc(Cl)cc1 | 3
CC(C)(Sc1ccc(CCN(CCCCC2CCCCC2)C(=O)NC2CCCCC2)cc1)C(=O)O | -3
O=S(=O)(c1ccccc1)c1cccc(S(=O)(=O)N2CCCCC2)c1 | -1
